SUMO1-SIM PPI: modulators of human SUMO1-mediated protein-protein interactions; SUMO1 binding to a labelled peptide, TR-FRET, 1 h; inhibition, % at 20 µM; P63165; hit rate 0.33% among 360,000; in the data active means inhibition above about 37%
Target sequence (P63165 whole entry, looked up): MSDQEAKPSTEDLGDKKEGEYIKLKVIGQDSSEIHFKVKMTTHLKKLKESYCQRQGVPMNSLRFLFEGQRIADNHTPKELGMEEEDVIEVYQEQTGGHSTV
Scp1 inh: blocks human Scp-1 phosphatase activity | Q9GZU7 | hit rate 0.88% among 340,000 | Recombinant Scp1, phosphopeptide, malachite green phosphate absorbance | inhibition, % at 20 µM | AID 493091;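 active means inhibition above about 50% at 20 µM, limit read from the data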;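 further: plate controls were DMSO wells with enzyme for no effect and wells lacking enzyme for full effect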
Target sequence (Q9GZU7 76-261 limits assumed): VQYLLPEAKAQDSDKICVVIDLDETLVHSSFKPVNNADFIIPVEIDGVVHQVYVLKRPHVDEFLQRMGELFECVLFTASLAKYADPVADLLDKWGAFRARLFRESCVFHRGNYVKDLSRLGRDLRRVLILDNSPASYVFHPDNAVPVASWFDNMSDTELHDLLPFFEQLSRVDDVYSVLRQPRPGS
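System: truncated SCP-1 phosphatase (76-261aa); medium: Tris acetate buffer pH 5.5 with MgCl2 and Tween-20; incubation: 45 min room-temperature reaction, 5 min colour, 30 min stabiliser; compound: single 20 µM dose, 1% DMSO; reagent: Phosphorylated 17-residue peptide substrate; read-out: % inhibition at 20 µM; technique: colorimetric free-phosphate detection, absorbance 630 nm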
NRP1-CendR mod: modulators of CendR peptide binding to human neuropilin-1; O14786; FAM-RPARPAR peptide binding to NRP-1, fluorescence polarization; inhibition, % at 25 µM; hit rate 0.85% among 360,000;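 active means inhibition or corrected inhibition above about 18%, plus a signal ratio from 0.5 to 1.5, limit read from the data, passing the limit was not always enough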; further: strong numbers were not always called active
Tb MetRS inh: blocks T. brucei methionyl-tRNA synthetase activity. purified T. brucei MetRS, ATP depletion, Kinase-Glo luminescence. inhibition, % at 11.9 µM. hit rate 0.4% among 360,000;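 active means inhibition above a per-plate cutoff of the control wells' mean inhibition plus 3 SD, cut at about 5.5% in these data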;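 further: 0% = DMSO wells median and 100% = median of wells with control inhibitor compound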
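technique = Kinase-Glo luminescence, ATP depletion format | system = purified MetRS (methionyl-tRNA synthetase) enzyme from Trypanosoma brucei | timing = 15 min preincubation, 2 h reaction, all 25 °C | evaluation = percent inhibition versus plate control medians | dosing = single dose, 11.9 µM final nominal, 0.9% final DMSO | also added = substrates ATP, L-methionine and bulk Escherichia coli tRNA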
SKN-1 block: inhibitors of C. elegans SKN-1; inhibition, % at 21.8 µM; hit rate 0.49% among 360,000; AID 624304; C. elegans VP596 Pgst-4::GFP/RFP ratio, acrylamide-induced, 24 h;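 active means interference check ratio from 0.5 to 1.5 plus GFP to RFP signal ratio inhibition reaching or exceeding a fixed threshold, cut at about 30% in these data, passing the limit was not always enough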; further: some compounds called inactive have numbers as strong as hits
NadD inh: inhibitors of Staphylococcus aureus NadD | purified NadD enzyme, colorimetric absorbance read-out | inhibition, % at 20 µM | hit rate 0.78% among 360,000 | AID 602399; in the data active means inhibition above about 26%; further: some compounds past the cut are filed as inactive
STEP block: blocks human striatal-enriched tyrosine phosphatase | P54829 | recombinant STEP, OMFP fluorogenic substrate, fluorescence | inhibition, % at 20 µM | hit rate 0.25% among 360,000;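 active means inhibition at 20 µM, scaled per plate between control wells, above about 37%, limit read from the data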;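 further: 0% = DMSO with enzyme and substrate and 100% = substrate only without enzyme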
Target sequence (P54829 whole entry, looked up): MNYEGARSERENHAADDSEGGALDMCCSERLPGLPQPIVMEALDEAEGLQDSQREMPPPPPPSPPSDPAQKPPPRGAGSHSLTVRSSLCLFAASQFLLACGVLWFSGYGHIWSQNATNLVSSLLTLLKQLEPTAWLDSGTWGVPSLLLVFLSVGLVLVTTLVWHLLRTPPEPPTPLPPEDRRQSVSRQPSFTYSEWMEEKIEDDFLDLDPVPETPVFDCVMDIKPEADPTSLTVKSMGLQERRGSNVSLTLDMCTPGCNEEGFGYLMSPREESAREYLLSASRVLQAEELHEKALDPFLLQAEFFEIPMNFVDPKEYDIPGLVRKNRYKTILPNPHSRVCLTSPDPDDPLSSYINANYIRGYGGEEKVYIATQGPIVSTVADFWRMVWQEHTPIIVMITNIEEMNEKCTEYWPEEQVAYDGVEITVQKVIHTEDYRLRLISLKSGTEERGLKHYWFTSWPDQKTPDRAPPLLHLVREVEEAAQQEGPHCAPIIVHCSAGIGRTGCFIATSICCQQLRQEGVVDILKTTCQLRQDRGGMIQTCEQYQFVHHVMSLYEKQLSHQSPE
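System: STEP phosphatase, cell-free reaction; Buffer or medium: Bis-Tris pH 6.0 buffer with DTT, detergent; Incubation: 20 min at room temperature, dark; Measured by: fluorescence, 480/540 nm.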
DNMT1 block: DNMT1 (human) enzyme inhibition; P26358; DNMT1 molecular beacon, Hinp1I cleavage, fluorescence; inhibition (reported as % activation of signal), % at 10 µM; hit rate 0.83% among 360,000; AID 588458; in the data active means inhibition above about 50%
LMPTP block: blocks human LMPTP phosphatase | P24666 | recombinant LMPTP-A, OMFP fluorogenic substrate, fluorescence intensity | inhibition, % at 20 µM | hit rate 0.22% among 360,000;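 active means compounds that cut the enzyme signal by at least half of the control window in the single-dose screen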;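 further: plate controls were DMSO wells with enzyme plus substrate for no effect and substrate without enzyme for full effect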
Target sequence (P24666 whole entry, looked up): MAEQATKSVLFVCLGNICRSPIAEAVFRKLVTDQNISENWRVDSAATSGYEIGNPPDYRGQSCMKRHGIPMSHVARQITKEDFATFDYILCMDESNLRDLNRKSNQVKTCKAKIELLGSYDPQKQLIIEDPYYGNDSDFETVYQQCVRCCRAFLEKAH
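Assay system: LMPTP-A, protein tyrosine phosphatase of low molecular weight / Medium: pH 6.0 Bis-Tris buffer with DTT and Triton X-100 / Schedule: 50 min enzyme reaction at room temperature, protected from light / Measured by: endpoint fluorescence intensity from OMFP dephosphorylation / Read-out basis: % inhibition relative to no-enzyme and uninhibited control wells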
Neddyl block: cullin neddylation inhibition. P61081+Q13564. TR-FRET cullin neddylation, biochemical. calls only at 25 µM. hit rate 0.58% among 360,000; in the data active means inhibition above about 36%
Numbers without * were called inactive; i = inactive; nt = not tested or not shown.

SMILES | SUMO1-SIM PPI | Scp1 inh | NRP1-CendR mod | Tb MetRS inh | SKN-1 block | NadD inh | STEP block | DNMT1 block | LMPTP block | Neddyl block
Clc1ccc2c(NCc3ccccc3)ccnc2c1 | 1.6 | -7.1 | 7.8 | 7.9* | 6.9 | -4.6 | -1.5 | -3.8 | 6.6 | i
Cc1cccc2nc(CNc3ccc(F)cc3)cn12 | -3.6 | 4.6 | 9.6 | 0.5 | -22.9 | -0.8 | 5.2 | -6.3 | -0.1 | i
C#CCSc1n[nH]c(=O)n1-c1cccc(C(F)(F)F)c1 | 0.7 | -2.6 | -7.7 | 0.1 | -1.3 | -6.9 | -0.7 | 0.0 | -1.4 | i
O=C(CCCN1C(=O)c2cccc3cccc(c23)C1=O)N1CCc2ccccc2C1 | -19.1 | -5.7 | 8.6 | -1.0 | -13.6 | -2.1 | -5.0 | -5.1 | 2.3 | i
CC(=O)N/C(=C/c1ccc2c(c1)OCO2)C(=O)NCCO | -5.0 | 5.4 | -18.1 | -1.4 | 4.7 | 2.6 | -1.8 | 5.8 | -1.9 | i
CC1(C)NC(=O)N(CC(O)COC2CCCCC2)C1=O (stereo unspecified) | -0.8 | -3.3 | -0.4 | -0.8 | -0.6 | -0.2 | 0.0 | -0.3 | -1.3 | i
O=C(COc1ncnc2ccccc12)NC(=O)NCc1ccccc1 | 2.0 | -4.7 | -13.4 | 0.0 | -3.2 | 10.0 | 1.9 | -3.5 | -1.0 | i
COc1cccc(NC(=O)C2CCCN(S(=O)(=O)c3ccc(-n4cnnn4)cc3)C2)c1 (stereo unspecified) | 0.5 | -7.7 | 1.0 | -0.6 | -8.4 | 0.0 | 2.6 | 0.0 | -0.2 | i
COc1ccc(-n2c(SC)nc3sc4c(c3c2=O)CCN(C)C4)cc1 | -19.2 | 0.8 | -12.5 | -0.9 | -1.3 | 4.3 | -1.1 | -5.2 | 1.9 | i
COc1ccc(C2c3sc(=O)[nH]c3SC3C4CCC(C4)C23)cc1OC (stereo unspecified) | 8.1 | 4.5 | -8.2 | -0.6 | 4.8 | 4.4 | -1.2 | -6.7 | -1.1 | i
CCCn1c(/C=N/Nc2nc3ccccc3[nH]2)nc2ccccc21 | -6.7 | -6.7 | -3.3 | 3.2 | 22.0 | 9.5 | 8.2 | -4.8 | 8.0 | i
CSCCC(NC(=O)c1ccccc1Br)C(=O)NNC(=O)c1cc(C)oc1C (stereo unspecified) | -1.5 | -7.2 | -6.4 | -0.2 | 1.0 | 2.7 | 3.6 | 0.4 | -1.4 | i
COC(=O)CSCC(=O)Nc1nnc(-c2ccccc2C)s1 | -2.0 | -8.0 | -0.4 | 0.1 | -5.3 | 2.4 | 1.2 | 1.2 | 1.1 | i
COc1ccc(Cc2nnc(SCC(=O)N(C)c3ccccc3)o2)cc1 | -23.0 | -5.0 | 11.5 | 0.4 | 12.4 | 3.1 | -0.4 | -0.6 | -7.6 | i
CCn1nc(C)c(CNC(=O)CC2C(=O)NCCN2CC(C)C)c1C (stereo unspecified) | -4.8 | -10.4 | -0.6 | -0.5 | 1.4 | -6.0 | 5.0 | 0.4 | -2.0 | i
O=C1CCCN1c1ccc(S(=O)(=O)N2CCCCC2)cc1 | 3.3 | -3.8 | 7.0 | 0.2 | 8.5 | 0.1 | 1.4 | -1.1 | -0.3 | i
CC(=O)N(C)c1ccc(NC(=S)Nc2cccc3ccccc23)cc1 | 0.6 | -7.1 | 15.8 | -0.1 | 13.6 | 15.6 | 2.9 | -16.2 | 3.2 | i
Cc1ccc(C)c(NC(=S)N2CCN(c3cccc(C(F)(F)F)c3)CC2)c1 | 0.1 | -17.8 | -1.7 | -0.3 | 15.3 | 2.0 | 2.0 | -3.8 | 2.4 | i
COc1ccc(-n2cc(CNC3CCN(C)CC3)c(-c3cccc(F)c3)n2)cc1 | -5.4 | -9.1 | 2.1 | -0.9 | -10.6 | -6.3 | 2.0 | 7.2 | -5.3 | nt
Cc1ccc(S(=O)(=O)/N=C(\CSC(N)=O)Nc2ccccc2)cc1 | -0.4 | -12.1 | 10.9 | -0.1 | 16.4 | -6.2 | 1.4 | -1.2 | -0.5 | i
O=C(Nc1ccn([C@H]2CC[C@@H](CO)O2)c(=O)n1)c1ccccc1 | 2.7 | 40.0 | 2.3 | -1.1 | 4.9 | 2.0 | 1.1 | 1.4 | -2.3 | i
Cc1sc2ncn(CC(=O)N(CC(=O)NC3CCCC3)Cc3cccs3)c(=O)c2c1C | -1.4 | -6.1 | -1.6 | 0.2 | 24.9 | -0.6 | -1.1 | -1.5 | 0.5 | i
COC(=O)COc1ccc(S(=O)(=O)Nc2ccc3c(c2)OCCO3)cc1Cl | -0.1 | -8.6 | 4.1 | 0.1 | 3.8 | 1.1 | -3.2 | -2.5 | -0.8 | i
COC(=O)c1ccccc1S(=O)(=O)NNC(=O)C1COc2ccccc2O1 (stereo unspecified) | -0.1 | -6.9 | -16.3 | -0.6 | -3.9 | -1.8 | -0.9 | 1.0 | 0.3 | i
CCOC(=O)c1nn(C)c(=S)n(C)c1=O | -34.6 | -2.2 | 0.1 | -0.3 | 18.1 | 3.0 | 2.0 | 1.3 | -0.6 | i

Continued.
SMILES | SUMO1-SIM PPI | Scp1 inh | NRP1-CendR mod | Tb MetRS inh | SKN-1 block | NadD inh | STEP block | DNMT1 block | LMPTP block | Neddyl block
Fc1ccccc1OCCSc1ncnc2nc[nH]c12 | -0.1 | -0.9 | -6.1 | -0.8 | 2.8 | -2.8 | -1.3 | 1.4 | -1.4 | i
Cc1c(Cl)cc(-n2cnnn2)cc1[N+](=O)[O-] | -23.5 | -7.0 | 8.3 | 0.2 | 5.9 | -0.8 | -2.0 | -5.1 | -1.4 | i
CCOc1cccc2sc(N(CCCN(C)C)C(=O)c3ccc(S(=O)(=O)N(C)Cc4ccccc4)cc3)nc12 | -16.4 | 11.9 | 9.4 | -0.2 | 17.0 | 11.8 | 3.7 | 16.1 | 2.0 | i
CC(=O)/C(N=Nc1ccc2c(c1)OCO2)=C(\C)O | -21.6 | -9.6 | -7.2 | -0.2 | 1.4 | -1.3 | 0.9 | -1.2 | -1.5 | i
CCc1ccc(N2C(=O)CC(N3CCC(C(=O)OC)CC3)C2=O)cc1 (stereo unspecified) | -2.9 | -4.8 | 4.0 | -1.8 | 8.4 | -0.5 | -2.0 | 1.6 | -1.4 | i
O=C(CN=C1NC(=O)C(c2ccccc2)(c2ccccc2)N1)NCc1ccc(F)cc1 | 1.0 | 6.6 | -0.9 | -1.6 | 10.5 | 1.3 | -4.8 | 4.3 | -2.1 | i
COc1ccc(Cc2nnc(NC(=O)CSc3ccccc3)s2)cc1 | -5.5 | -2.5 | -2.2 | -0.9 | 1.6 | -1.5 | 3.4 | 6.8 | -0.5 | i
Cc1c(C(=O)N/N=C/c2c(O)ccc3ccccc23)nnn1-c1nonc1N | 1.2 | -9.8 | 0.5 | -0.6 | 19.7 | 25.2 | 2.8 | 39.4 | 0.8 | i
O=C(OCc1ccc(Br)cc1)c1cccnc1Cl | 3.0 | -9.3 | 8.9 | -0.1 | 0.1 | -2.9 | 0.5 | -0.8 | 1.3 | i
CCCC(=O)Nc1ccc(-c2nc3ncccc3o2)cc1 | 1.1 | 8.1 | 3.3 | -0.7 | -8.2 | -3.4 | 0.5 | 0.4 | -1.5 | nt
O=C(/C=C/c1c(Cl)nc2ccccn12)N1CCN(c2ccccc2F)CC1 | -10.7 | -8.0 | -1.8 | -0.2 | 10.7 | 2.1 | 1.0 | 1.1 | 0.1 | i
CCOC(=O)N1CCN(C(=O)c2cc3sccc3n2C)CC1 | 1.0 | -6.4 | -8.5 | -0.4 | 6.5 | -1.7 | -3.1 | -3.2 | -2.0 | i
Cc1ccc(C(C(=O)NC(C)(C)C)N(CC2CCCO2)C(=O)CCC(=O)Nc2ccccn2)cc1 (stereo unspecified) | 1.2 | -2.3 | -0.2 | 0.2 | 21.9 | -1.0 | -1.3 | 1.3 | -0.6 | i
Cc1ccc(-c2ccc(CN3C(C(C)C)C(=O)N(Cc4cn(CCC5OCCO5)nn4)CCS3(=O)=O)cc2)cc1 (stereo unspecified) | 10.9 | nt | 10.4 | 0.3 | 12.6 | -10.0 | 0.7 | -12.3 | 0.9 | i
O=C(Nc1ccccc1)c1cc(C2CCCN(C(=O)C3CC3)C2)on1 (stereo unspecified) | 0.1 | nt | -0.6 | -0.4 | 12.3 | -5.2 | 4.4 | -1.0 | -2.3 | i
Cc1cccc(CN2CCC(C(=O)Nc3cccc(-c4cccc(F)c4)c3)CC2)n1 | -11.6 | -2.5 | -6.3 | -0.3 | -9.8 | -7.4 | 1.1 | -4.5 | 0.0 | i
COC(=O)C(CC(C)C)NC(=O)c1cc(OC)c(OC)c(OC)c1 (stereo unspecified) | -0.7 | -9.5 | 5.6 | -0.4 | -4.1 | 2.1 | -2.2 | 1.1 | -0.3 | i
Cc1ccc2c(C(=O)CN3CCN(C4CCCCC4)CC3)c(C)[nH]c2c1 | 2.0 | -10.3 | -4.7 | 0.4 | 2.7 | -3.5 | -3.4 | -0.7 | 0.1 | i
COc1ccc(-c2c(C)nn3c(N4CCCCCC4)cc(C)nc23)cc1OC | 10.0 | 1.4 | -16.3 | -0.5 | 14.4 | 0.3 | 0.1 | -8.2 | 4.1 | i
Cc1ccc(N2CC(C(=O)Nc3nnc(SCCC4OCCO4)s3)CC2=O)cc1C (stereo unspecified) | 13.7 | 4.6 | -14.2 | -0.2 | -11.0 | 14.4 | 2.5 | -1.6 | 1.3 | i
O=[N+]([O-])c1ccccc1S(=O)c1ccccc1[N+](=O)[O-] | -23.4 | nt | 13.0 | 0.1 | 12.4 | 3.8 | 1.9 | 4.2 | -0.1 | i
O=C(CSc1nnc(-c2cc3ccccc3cc2O)n1Cc1ccco1)c1ccc(F)cc1 | -2.5 | -5.2 | 5.8 | 0.3 | -15.2 | 25.7 | 4.4 | -3.9 | 2.9 | i

Limited to NRP1-CendR mod and DNMT1 block, for 2 of the compounds above:
SMILES,NRP1-CendR mod,DNMT1 block
Cc1cccc(CN2CCC(C(=O)Nc3cccc(-c4cccc(F)c4)c3)CC2)n1,-6.3,-4.5
CCc1ccc(N2C(=O)CC(N3CCC(C(=O)OC)CC3)C2=O)cc1 (stereo unspecified),4.0,1.6

Molecules above with a CF3 group, in the order listed:
SMILES | SUMO1-SIM PPI | Scp1 inh | NRP1-CendR mod | Tb MetRS inh | SKN-1 block | NadD inh | STEP block | DNMT1 block | LMPTP block | Neddyl block
C#CCSc1n[nH]c(=O)n1-c1cccc(C(F)(F)F)c1 | 0.7 | -2.6 | -7.7 | 0.1 | -1.3 | -6.9 | -0.7 | 0.0 | -1.4 | i
Cc1ccc(C)c(NC(=S)N2CCN(c3cccc(C(F)(F)F)c3)CC2)c1 | 0.1 | -17.8 | -1.7 | -0.3 | 15.3 | 2.0 | 2.0 | -3.8 | 2.4 | i

Assay outcomes from PubChem.
